# Screening data from PubChem.
# ERp5 block: blocks human ERp5 reductase activity on insulin | Q15084 | 350,000 compounds, 0.05% hits | AID 651711 | ERp5 insulin aggregation, absorbance 650 nm, 90 min | inhibition, % at 9.99 µM;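 active means mean replicate inhibition above about 25%, with every replicate also reaching it, limit read from the data, passing the limit was not always enough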
# Target sequence (Q15084 whole entry, looked up): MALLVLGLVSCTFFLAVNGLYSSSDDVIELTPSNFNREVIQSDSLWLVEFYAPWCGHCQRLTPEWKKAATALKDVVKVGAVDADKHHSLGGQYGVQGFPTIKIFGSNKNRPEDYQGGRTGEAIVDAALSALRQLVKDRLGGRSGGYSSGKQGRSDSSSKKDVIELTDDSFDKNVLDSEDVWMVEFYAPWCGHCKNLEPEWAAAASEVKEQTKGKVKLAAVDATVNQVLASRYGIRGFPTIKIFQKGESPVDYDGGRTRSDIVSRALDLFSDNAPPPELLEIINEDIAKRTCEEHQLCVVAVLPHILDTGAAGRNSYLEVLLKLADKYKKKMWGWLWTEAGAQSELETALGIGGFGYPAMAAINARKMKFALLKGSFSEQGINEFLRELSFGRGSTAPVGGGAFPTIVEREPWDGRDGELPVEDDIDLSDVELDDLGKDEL
# PglD inh: inhibitors of Campylobacter jejuni PglD acetyltransferase. purified PglD enzyme, DTNB colorimetric CoA detection. inhibition, % at 12.5 µM. 360,000 compounds, 0.098% hits. AID 602405; in the data active means inhibition above about 16%, passing the limit was not always enough; further: strong numbers were not always called active
# E-selectin induc: induces E-selectin expression in human endothelial cells; HUVEC E-selectin immunofluorescence imaging; normalized: neutral wells 0, TNF-alpha wells 100; 260,000 compounds, 0.37% hits; activation, % at 7.58 µM; AID 686992; P16581;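 active means mean E-selectin-positive cell signal at least 10% of the positive control, reached in at least 60% of replicates, without over 20% cell loss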;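 further: in these data hits start at about 27%; measured in HUVEC primary endothelial cells; signal is the percent of cells scored E-selectin positive by PE staining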
#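 Test system – human umbilical vein endothelial cells (HUVEC), E-selectin induction · Input – 3,000 HUVEC seeded per well · Buffer or medium – EGM-2, gelatin · Compound dosing – single-point compound dose · Detection – immunofluorescence imaging · Measure – percent E-selectin-positive cells · Controls – TNF-alpha high, DMSO low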
# CASP6 VEID inh: blocks human caspase-6 cleavage activity. 350,000 compounds, 0.53% hits. purified caspase-6, Z-VEID-R110 cleavage fluorescence. inhibition, % at 12.5 µM. AID 686996;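 active means mean inhibition across replicates at least about 35%, with every replicate also reaching that limit, limit read from the data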;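 further: 0% = median of neutral control wells and 100% = no fluorescence left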
# Target sequence (P55212 24-179 limits assumed): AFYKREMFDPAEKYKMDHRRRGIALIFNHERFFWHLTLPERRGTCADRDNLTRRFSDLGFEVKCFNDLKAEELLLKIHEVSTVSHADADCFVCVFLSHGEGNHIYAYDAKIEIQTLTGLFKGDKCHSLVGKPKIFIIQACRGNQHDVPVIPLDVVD
# Target sequence (P55212 194-293 limits assumed): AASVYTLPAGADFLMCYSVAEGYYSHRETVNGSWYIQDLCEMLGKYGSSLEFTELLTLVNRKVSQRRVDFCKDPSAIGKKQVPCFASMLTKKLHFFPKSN
# ARNT TACC3 PPI: ARNT/TACC3 interaction disruption. AlphaScreen His-ARNT PAS-B/GST-TACC3 binding, luminescence; TACC3 fragment carries E629A point mutation. inhibition, % at 9.99 µM. 390,000 compounds, 0.66% hits. AID 623870;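 active means mean inhibition of replicates at least 50% and at least half of replicates each reaching 50%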;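 further: 0% = complete ARNT plus TACC3 wells and 100% = ARNT alone without TACC3; many hits fall short of the cut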
# RAD54 branch: RAD54 (human) branch migration inhibition; Q92698; RAD54 Holliday junction branch migration, FAM/BHQ fluorescence; inhibition, % at 10.4 µM; 360,000 compounds, 0.14% hits;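 active means mean normalized replicate activity at least 40 and at least half of replicates scoring 40 or more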;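 further: 0% = median of neutral control wells and 100% = median of positive control wells; inhibitors cause a drop in the FAM fluorescence signal; in these data hits start at about 50%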
# esBAF inh: inhibitors of esBAF chromatin remodeling in mouse ES cells; Bmi1-luciferase knock-in reporter, 24 h; 100% = twice the neutral-well signal; reporter increase, % at 12.5 µM; 350,000 compounds, 2% hits; AID 602393; in the data active means activation above about 40%;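 further: 0% = median of the plate's neutral control wells and 100% = double that signal; a rise in the Bmi1 reporter signal indicates esBAF inhibition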
# RAD52 anneal inh: RAD52 (human) annealing inhibition | P43351 | recombinant RAD52 DNA annealing, FRET fluorescence | inhibition, % at 18.7 µM | 360,000 compounds, 0.46% hits | AID 651710;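 active means every replicate showing at least 50% inhibition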
# An asterisk follows results filed as active; nt = not tested or not shown; & = joins results of further samples.
1	C[C@@H]1CN([C@H](C)CO)C(=O)c2cc(NC(=O)C3CCCCC3)ccc2O[C@@H](C)CCCCO[C@@H]1CN(C)Cc1ccc(C(F)(F)F)cc1
2	COc1ccccc1CNC(=O)C[C@@H]1C[C@@H]2c3cc(NC(=O)c4cccnc4)ccc3O[C@@H]2[C@H](CO)O1
3	COc1ccc2c3c(n(C)c2c1)[C@@H](CO)N(C(=O)Nc1ccc(F)cc1)CC31CCN(C(=O)NC2CCCC2)CC1
4	O=C(NCC[C@@H]1CC[C@H](NC(=O)C2CCCC2)[C@H](CO)O1)c1cc(Cl)cc(Cl)c1
5	C=CC[C@@]1(C(=O)N2CCCCC2)N=C(c2ccc(OCCCO)cc2)O[C@@H]1c1ccccc1
6	O=C1CCCC(=O)C1=C1SCCCS1
7	COc1cccc(NC(=O)CN2CCN(CC(=O)Nc3ccc(F)cc3)CC2)c1
8	O=C(C[C@H]1CC[C@H]2[C@@H](COC[C@@H](O)CN2Cc2ccc3c(c2)OCO3)O1)Nc1ccc(-c2ccccc2)cc1
9	Cc1ccc(C(=O)OCC(=O)N2CC(C)OC(C)C2)cc1 (centres undefined)
10	CN1c2ccc(-c3cccc(F)c3)cc2[C@@H]2[C@@H](CCN2S(=O)(=O)c2cccc(F)c2)[C@H]1CO
entry no.,1,2,3,4,5,6,7,8,9,10
ERp5 block,nt,-2.7,-5.4,2.4,-3.0,nt,2.2,nt,0.6,1.3
PglD inh,2.7,1.5,nt,1.7,-4.0,2.2,-4.9,0.6,1.3,0.2
E-selectin induc,0.0,0.4,0.1,6.2,nt,nt,nt,-0.1,0.0,-0.1
CASP6 VEID inh,nt,0.5,3.2,0.7,1.6,nt,-0.8,nt,-2.3,2.3
ARNT TACC3 PPI,0.8,-1.8,nt,6.5,18.3,-2.3,-10.2,3.0,-5.0,0.7
RAD54 branch,-2.1,1.0,nt,7.6,-0.3,2.5,-0.2,1.5,-2.9,-2.6
esBAF inh,2.0,-1.0,nt,7.1,nt,-3.3,0.0,4.8,2.1,3.3
RAD52 anneal inh,nt,6.8,0.8,8.9,13.0,nt,-15.0,nt,-13.0,28.7

11	Cc1oc2cc(OC(C)C(=O)O)ccc2c(=O)c1Oc1ccccc1 (centres undefined)
12	C/C(=N/OC(=O)c1c(-c2ccccc2Cl)noc1C)c1cnccn1
13	CN(C)/C=C(\C#N)C(=O)c1cccnc1Oc1cccc(F)c1
14	Cc1cc(C)c(C(=O)CN2C(=O)NC3(CCC(C)CC3)C2=O)cc1C (centres undefined)
15	O=Cc1cn(CCOc2ccc(F)cc2)c2ccccc12
16	CC1CC(C)CN(C(=S)Nc2ccc3nc4n(c(=O)c3c2)CCCCC4)C1 (centres undefined)
17	Cc1cc(=O)oc2cc(OCc3ccc(C(=O)OCC(=O)Nc4ccc(N(C)C)cc4)cc3)ccc12
18	Cn1c(COc2ccccc2)nc2ccccc21
19	Cc1ccc(-c2cc(C(F)(F)F)nn2-c2ccc(S(N)(=O)=O)cc2)cc1
20	O=C(CN1C(=O)NC2(CCCC2)C1=O)Nc1ccccc1N1CCCCC1
entry no.,11,12,13,14,15,16,17,18,19,20
ERp5 block,nt,1.9,nt,4.4,1.2,-9.6,5.5,2.2,-3.3,16.8
PglD inh,-2.3,nt,1.2,-19.6,3.8,2.6,nt,-1.1,-5.3,1.1
E-selectin induc,nt,3.1,nt,1.6,0.0,2.5,-0.2,-0.2,0.3,-1.2
CASP6 VEID inh,nt,-0.7,nt,-1.5,3.5,-3.6,-0.5,-4.9,0.9,-1.1
ARNT TACC3 PPI,10.7,-17.3,8.0,-1.7,nt,nt,0.7,-2.3,11.1,0.8
RAD54 branch,-4.1,nt,-3.8,1.7,-7.1,-10.7,nt,-5.9,4.3,-7.0
esBAF inh,-11.7,nt,-1.3,0.5,-5.6,nt,nt,57.2*,4.7,-5.0
RAD52 anneal inh,nt,8.3,nt,-26.2,-0.4,-11.7,-23.7,-1.7,-12.1,1.6

21	CCOC(=O)C1(C)CCCCCN1C(=O)c1ccc(SC(F)(F)F)cc1 (centres undefined)
22	CC(=O)c1ccsc1-c1c(C)cc2oc(=O)cc(-c3ccccc3)c2c1C
23	CCOC(=O)c1c(C)[nH]c(C(=O)COC(=O)c2cc(C)oc2C)c1C
24	Cc1onc(-c2ccc(Cl)cc2Cl)c1-c1csc(COc2ccccc2)n1
25	CCCC#Cc1ccc2c(c1)O[C@H](CN(C)C(=O)c1cnccn1)[C@@H](C)CN([C@@H](C)CO)S2(=O)=O
26	CCc1nnc(NC(=O)CSc2nnc(CNc3ccc(OC)cc3)n2C)s1
27	CCCCCC(=O)N1C[C@@H](O)[C@H](n2cc(C3CC3)nn2)C[C@@H]1c1ccc(C)cc1
28	COc1ccc(-n2c(Cc3cccn3C)nnc2SCC(=O)Nc2ccc(F)cc2)cc1
29	O=C(NC1CC1)c1ccc(CSCc2ccccc2Cl)o1
30	COc1ccc(CN(C)C[C@@H]2Oc3c(NS(C)(=O)=O)cccc3C(=O)N([C@H](C)CO)C[C@H]2C)cc1
entry no.,21,22,23,24,25,26,27,28,29,30
ERp5 block,1.2,1.3,11.4,2.5,-2.8,1.6,-2.1,5.5,-2.1,-2.3
PglD inh,-1.8,-0.9,nt,nt,-2.2,-0.4,nt,0.1,-2.4,3.4
E-selectin induc,0.0,nt,nt,nt,-0.3,-0.3,-0.5,0.2,nt,-0.7
CASP6 VEID inh,2.8,1.7,1.8,-5.4,0.0,2.7,-1.1,-2.1,1.4,-3.5
ARNT TACC3 PPI,nt,0.2,nt,20.4,-2.9,nt,nt,nt,3.0,10.9
RAD54 branch,-7.0,-12.0,nt,nt,-8.3,-1.2,nt,-11.2,-3.9,-7.3
esBAF inh,-0.5,5.8,11.1,-6.9,4.7,3.5,2.4,2.9,33.1,-2.9
RAD52 anneal inh,7.8,-8.3,-29.3,-3.1,-12.0,-5.4,-5.7,-22.5,-16.7,-17.2

# Entries above that have a CF3 group:
1	C[C@@H]1CN([C@H](C)CO)C(=O)c2cc(NC(=O)C3CCCCC3)ccc2O[C@@H](C)CCCCO[C@@H]1CN(C)Cc1ccc(C(F)(F)F)cc1
19	Cc1ccc(-c2cc(C(F)(F)F)nn2-c2ccc(S(N)(=O)=O)cc2)cc1
21	CCOC(=O)C1(C)CCCCCN1C(=O)c1ccc(SC(F)(F)F)cc1 (centres undefined)
entry no.,1,19,21
ERp5 block,nt,-3.3,1.2
PglD inh,2.7,-5.3,-1.8
E-selectin induc,0.0,0.3,0.0
CASP6 VEID inh,nt,0.9,2.8
ARNT TACC3 PPI,0.8,11.1,nt
RAD54 branch,-2.1,4.3,-7.0
esBAF inh,2.0,4.7,-0.5
RAD52 anneal inh,nt,-12.1,7.8

# Next part.
31	Cc1ccc(S(=O)(=O)N(C)C[C@H]2Oc3cc(Br)ccc3S(=O)(=O)N([C@H](C)CO)C[C@H]2C)cc1
32	O=C(NCCCN1CCOCC1)C(=O)N/N=C/c1c(Cl)cccc1Cl
33	CCN(CC)S(=O)(=O)c1ccc(N2CCCC2)c(NC(=O)Cc2ccccc2)c1
34	CCN(CC)S(=O)(=O)c1ccc(C(=O)NC(=S)N(CCC#N)Cc2cccnc2)cc1
35	CCCOc1ccc(/C=C/C(=O)N2CCOCC2)cc1
36	CCOC(=O)/C=C/C(=O)Nc1cc(S(=O)(=O)Nc2ccc(OC)cc2)ccc1N1CCOCC1
37	O=C(NCc1ccco1)c1ccc(=O)[nH]n1
38	O=C(NCC1CCCCC1)[C@H]1N[C@H]2c3ccc(C4=CCCCC4)c(=O)n3C[C@H]2[C@@H]1CO
39	CC(C)(C)c1nc2sc3c(c2c(=O)o1)CCCC3
40	CCC(C)(C)NC(=O)C(c1ccc(C)cc1)N(Cc1ccco1)C(=O)CCC(=O)Nc1nccs1 (centres undefined)
entry no.,31,32,33,34,35,36,37,38,39,40
ERp5 block,-1.7&-4.5&-0.1,-1.3,-0.2,4.9,0.2,-0.9,nt,-3.1,nt,nt
PglD inh,-2.1&-0.7&1.4,nt,nt,-1.2,-4.3,-0.5,-2.2,0.8,-7.3,-1.3
E-selectin induc,2.3&0.0,nt,-0.4,nt,nt,-2.1,nt,-0.1,nt,nt
CASP6 VEID inh,-0.1&-2.1&4.6,-0.2,-2.2,-2.5,0.6,5.8,nt,1.8,nt,nt
ARNT TACC3 PPI,-4.7&0.4,-2.3,2.8,-5.1,-0.9,0.5,-3.0,1.4,-5.0,-1.3
RAD54 branch,0.1&0.4&-1.1,nt,nt,-5.1,-3.9,6.8,-3.9,-9.8,5.5,-5.0
esBAF inh,1.0&0.1&-0.7,nt,-0.7,-8.9,10.1,-9.4,-2.5,3.0,-1.6,1.2
RAD52 anneal inh,-0.1&-4.2&24.0,-5.6,-17.2,-8.1,-7.5,-0.3,nt,-6.1,nt,nt

41	COc1cccc(OCc2nnc(SCC(=O)NNC(=O)C3CCCCC3)n2C)c1
42	O=C(C[C@@H]1C[C@H]2c3cc(NS(=O)(=O)c4ccc(F)cc4)ccc3O[C@H]2[C@H](CO)O1)NC1CCCC1
43	COc1ccc(S(=O)(=O)Nc2ccc3c(c2)CC(=O)N([C@H](C)CO)C[C@H](C)[C@H](CN(C)C(=O)Nc2cccc4ccccc24)O3)cc1
44	Cc1cnc(C)c(N2CCC(C(=O)NCc3cccs3)CC2)n1
45	CO[C@H]1CN(C)C(=O)c2cc(NC(=O)NC(C)C)ccc2OC[C@@H](C)N(C(=O)CC2CC2)C[C@@H]1C
46	O=C(Nc1ncccc1O)c1cc2ccccc2o1
47	Cc1ccc(NC(=O)C2CCN(S(=O)(=O)c3ccc4c(c3)OCCO4)CC2)nc1
48	CCC(OC(=O)CN1C(=O)C(=O)c2ccccc21)C(=O)Nc1ccc(S(N)(=O)=O)cc1 (centres undefined)
49	CCOC(=O)N1CCN(CC(=O)Nc2c(C(=O)OC)[nH]c3ccccc23)CC1
50	CCOc1ccc(/C(O)=C2/C(=O)C(=O)N(CCOCCO)C2c2ccccc2)cc1 (centres undefined)
entry no.,41,42,43,44,45,46,47,48,49,50
ERp5 block,-1.4,7.8,-7.5,nt,5.0,1.5,1.0,3.0,nt,nt
PglD inh,nt,-0.7,2.3,-5.3,-2.3,-4.1,nt,nt,-1.1,-8.3
E-selectin induc,nt,0.0,0.5,nt,-0.1,0.2,nt,nt,nt,nt
CASP6 VEID inh,-0.9,-0.1,7.0,nt,2.2,9.1,-2.4,2.4,nt,nt
ARNT TACC3 PPI,-7.4,-0.3,1.2,17.8,3.4,0.5,7.7,-30.9,5.9,-3.9
RAD54 branch,nt,-6.5,-7.8,-17.4,5.2,3.8,nt,nt,2.4,7.0
esBAF inh,nt,6.8,-3.0,-1.9,2.3,-37.4,2.4,nt,-4.7,-0.2
RAD52 anneal inh,-8.2,-6.0,-2.8,nt,2.5,-3.4,-6.6,-0.8,nt,nt

# Given with two lines to a compound: entries from further up
# Every second line gives: ERp5 block	PglD inh	E-selectin induc	CASP6 VEID inh	ARNT TACC3 PPI	RAD54 branch	esBAF inh	RAD52 anneal inh
21. CCOC(=O)C1(C)CCCCCN1C(=O)c1ccc(SC(F)(F)F)cc1 (centres undefined)
  1.2	-1.8	0.0	2.8	nt	-7.0	-0.5	7.8
22. CC(=O)c1ccsc1-c1c(C)cc2oc(=O)cc(-c3ccccc3)c2c1C
  1.3	-0.9	nt	1.7	0.2	-12.0	5.8	-8.3
